Screening results deposited in PubChem BioAssay by several laboratories.
CRFBP-R2 agonist – CRF-BP/CRF-R2 complex agonism | HEK293 CRF-R2/CRF-BP, calcium dye fluorescence (FLIPR); percent of saturating CRF peptide response | activation, % at 13.2 µM | 350,000 compounds, 0.46% hits;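 active = activation of at least 50%, plus an integration ratio under a set limit after plate pattern correction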;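 also: plate controls were neutral control wells without compound for no effect and CRF at EC100 for full effect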
M5 ag – agonists of human muscarinic M5 receptor (CHRM5); P08912; CHO-K1 hM5 cells, Fluo-8 calcium fluorescence; 0% DMSO wells, 100% maximal acetylcholine response; activation, % at 3 µM; 360,000 compounds, 0.19% hits; AID 624037;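 active = activation above the run's mean over test compounds plus 3 SD, cut at about 23% in these data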;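 also: signal is peak over basal fluorescence ratio across the kinetic read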
Target sequence (P08912 whole entry, looked up): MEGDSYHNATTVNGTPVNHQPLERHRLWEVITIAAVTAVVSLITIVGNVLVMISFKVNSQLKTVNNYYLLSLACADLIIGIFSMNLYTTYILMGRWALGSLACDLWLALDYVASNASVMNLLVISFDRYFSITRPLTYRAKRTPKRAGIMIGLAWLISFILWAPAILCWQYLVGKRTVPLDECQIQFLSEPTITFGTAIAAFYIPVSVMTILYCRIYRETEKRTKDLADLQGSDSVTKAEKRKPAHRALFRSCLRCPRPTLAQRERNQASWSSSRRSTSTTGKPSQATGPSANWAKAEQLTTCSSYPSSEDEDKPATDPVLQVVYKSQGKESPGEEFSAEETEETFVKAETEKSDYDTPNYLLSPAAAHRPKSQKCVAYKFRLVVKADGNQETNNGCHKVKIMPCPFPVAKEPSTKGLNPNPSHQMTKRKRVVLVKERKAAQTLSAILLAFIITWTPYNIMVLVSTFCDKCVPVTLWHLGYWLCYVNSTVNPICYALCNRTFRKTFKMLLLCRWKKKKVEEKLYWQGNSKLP
CHRM1 antagonist – human CHRM1 antagonism; P11229; CHO-K1 hM1, Fluo-8 calcium fluorescence, ACh EC80 antagonist; inhibition, % at 3 µM; 360,000 compounds, 1.3% hits;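 active = percent inhibition above its own plate's cutoff, namely the mean of that plate's compound wells plus 3 SD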;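 also: peak over basal fluorescence ratio during 140 s after agonist addition; 0% = ACh EC80 plus DMSO and 100% = DMSO alone without agonist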
Target sequence (P11229 whole entry, looked up): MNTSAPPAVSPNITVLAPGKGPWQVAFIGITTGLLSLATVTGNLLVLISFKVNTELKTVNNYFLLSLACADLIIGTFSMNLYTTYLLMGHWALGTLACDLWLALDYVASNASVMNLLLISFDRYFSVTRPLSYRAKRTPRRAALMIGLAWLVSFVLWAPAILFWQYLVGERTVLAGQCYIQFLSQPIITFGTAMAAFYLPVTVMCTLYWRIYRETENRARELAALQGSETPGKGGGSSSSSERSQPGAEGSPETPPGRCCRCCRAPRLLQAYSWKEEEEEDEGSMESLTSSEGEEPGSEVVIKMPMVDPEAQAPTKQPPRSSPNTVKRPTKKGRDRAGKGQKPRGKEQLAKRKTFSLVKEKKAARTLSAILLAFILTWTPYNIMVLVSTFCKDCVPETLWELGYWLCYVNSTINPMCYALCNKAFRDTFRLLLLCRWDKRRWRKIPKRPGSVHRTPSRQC
CHRM1 PAM – human CHRM1 positive allosteric modulation; P11229; CHO-K1 hM1, Fluo-8 calcium fluorescence, ACh EC20; 0% = ACh EC20, 100% = maximal ACh; activation, % at 3 µM; 360,000 compounds, 0.088% hits; AID 588819; in the data active = activation above about 19%, passing the limit was not always enough
CHRM4 antagonist – blocks acetylcholine activation of human M4 receptor; P08173; CHO-hM4 cells, ACh EC80, Fluo-8 calcium fluorescence; inhibition, % at 3 µM; 360,000 compounds, 0.73% hits;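 active = inhibition above its plate's cutoff, the mean inhibition of sample wells plus 3 SD, cut at about 27% in these data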;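 also: 0% = acetylcholine EC80 with DMSO and 100% = DMSO without agonist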
CHRM5 antagonist – CHRM5 antagonism in calcium assay. P08912. CHO-hM5 cells, Fluo-8 calcium fluorescence, ACh EC80. inhibition, % at 3 µM. 360,000 compounds, 0.59% hits. AID 624040;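 active = inhibition above a per-plate cutoff, the mean of that plate's test compounds plus 3 SD, cut at about 27% in these data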;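 also: 0% = acetylcholine EC80 with DMSO and 100% = DMSO without agonist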
M4 ag – agonists of human muscarinic M4 receptor (CHRM4). CHO-K1 hM4/Gqi5, Fluo-8 calcium fluorescence; vehicle 0%, full acetylcholine response 100%. activation, % at 3 µM. 360,000 compounds, 0.14% hits. AID 624127;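 active = activation above the run mean over all test wells plus 3 SD, cut at about 32% in these data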;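 also: peak over basal fluorescence ratio per well then scaled between controls; 0% = DMSO wells and 100% = acetylcholine at EC100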
CHRM5 PAM – CHRM5 positive allosteric modulation; P08912; CHO-K1 hM5, Fluo-8 calcium, ACh EC20 PAM; 0% = ACh EC20, 100% = ACh EC100; activation, % at 3 µM; 360,000 compounds, 0.3% hits;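 active = activation above the run cutoff, the mean activation of all test compounds plus 3 SD, cut at about 18% in these data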
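Replicates: One well per compound, no replicates | System: Human M5 receptor in CHO-K1 cells | Benchmarks: Low control EC20 acetylcholine (0%), high control EC100 acetylcholine (100%) | Probe or stimulus: Acetylcholine, EC20 level | Times: Fluo-8 loading 80 min at 37 °C plus 30 min room temperature | Signal: Intracellular calcium via Fluo-8 fluorescence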
M4 PAM – potentiates acetylcholine response at human M4 receptor; P08173; CHO-K1 hM4/Gqi5, Fluo-8 calcium fluorescence, ACh EC20; 0% = ACh EC20, 100% = maximal ACh; activation, % at 3 µM; 360,000 compounds, 0.4% hits;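 active = activation above its plate's cutoff, the mean activation of sample wells plus 3 SD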; also: some results filed as inactive read as strong as hits
Starred values were filed as active, the others as inactive; . = no result given.

#	mol	CHRM5 antagonist	M4 PAM	CHRM5 PAM	CRFBP-R2 agonist	M5 ag
1	CCOC(=O)c1cc(-c2ccccc2C)nn1CC1CC(c2ccc(OC)cc2)=NO1 (stereo unspecified)	5	-9	-15	0.6	1
2	CC1=C(C(=O)Nc2ccccc2F)C(c2cccs2)C2=C(CCCC2=O)N1 (stereo unspecified)	-5	1	5	1.4	-2
3	CCC(C)(C)NC(=O)C(c1cccs1)N(CC1CCCO1)C(=O)Cn1nnc2ccccc21 (stereo unspecified)	-1	1	4	0.3	-2
4	Cc1ccc(S(=O)(=O)C2(C(=O)N3CCCCC3C)CC2)cc1 (stereo unspecified)	-4	6	0	-0.9	1
5	O=C(COc1ccc(S(=O)(=O)N2CCCC2)cc1)N1CCCC1	13	14	1	-0.6	2
6	CC(=O)c1ccc(N2Cc3ccccc3/C2=N\C(=O)Nc2ccccc2)cc1	5	9	-6	-1.7	-3
7	COc1cccc(-c2nnn(CC(=O)O)n2)c1	9	0	-6	0.1	0
8	COc1cccc(C(=O)Nc2nnc(-c3ccc(Cl)cc3)o2)c1	4	3	1	3.9	1
9	CCC1(CC)NC(=O)N(CC(=O)OCC(=O)Nc2ncc(Cl)cc2Cl)C1=O	11	20	-9	-0.4	-2
10	Cc1nc(-c2ccc(F)cc2)c(CC(=O)Nc2ccc(C)c(S(=O)(=O)N3CCOCC3)c2)s1	1	4	-3	2.0	-3
11	Cc1ccc(CN(c2ccc(C(=O)NCc3ccccn3)cc2)S(C)(=O)=O)cc1	7	9	-6	4.4	8
12	CC(C)OC(=O)CN1C(=O)C(C)(C)Oc2ccc(C(=O)NC(C)(C)C)cc21	-5	0	-2	-0.2	0

#	CHRM1 antagonist	CHRM4 antagonist	CHRM1 PAM	M4 ag
1	0	-2	-1	2
2	-6	7	10	1
3	-6	-1	4	0
4	-13	-7	10	1
5	-1	4	4	9
6	-8	-12	1	2
7	13	1	-8	0
8	-8	9	5	1
9	-14	-12	5	2
10	-15	0	9	2
11	-4	-3	3	5
12	-1	-4	7	-1

Part of the list above, reformatted:
2) CC1=C(C(=O)Nc2ccccc2F)C(c2cccs2)C2=C(CCCC2=O)N1 (stereo unspecified)
3) CCC(C)(C)NC(=O)C(c1cccs1)N(CC1CCCO1)C(=O)Cn1nnc2ccccc21 (stereo unspecified)
4) Cc1ccc(S(=O)(=O)C2(C(=O)N3CCCCC3C)CC2)cc1 (stereo unspecified)
5) O=C(COc1ccc(S(=O)(=O)N2CCCC2)cc1)N1CCCC1
assay / compound | 2 | 3 | 4 | 5
CHRM5 antagonist | -5 | -1 | -4 | 13
M4 PAM | 1 | 1 | 6 | 14
CHRM5 PAM | 5 | 4 | 0 | 1
CRFBP-R2 agonist | 1.4 | 0.3 | -0.9 | -0.6
M5 ag | -2 | -2 | 1 | 2
CHRM1 antagonist | -6 | -6 | -13 | -1
CHRM4 antagonist | 7 | -1 | -7 | 4
CHRM1 PAM | 10 | 4 | 10 | 4
M4 ag | 1 | 0 | 1 | 9

(more compounds)
#	mol	CHRM5 antagonist	M4 PAM	CHRM5 PAM	CRFBP-R2 agonist	M5 ag
13	COc1ccc(C2NC(c3ccc(OC)cc3OC)C(C)C(=O)C2C)c(OC)c1 (stereo unspecified)	8	-2	-3	-0.5	-5
14	CC(C)(C)n1ncc2c(=O)n(CC(=O)N3CCCCCC3)cnc21	3	11	-4	0.6	-2
15	CCOc1ccc(N(Cc2cc3ccc(C)cc3[nH]c2=O)S(C)(=O)=O)cc1	8	14	-5	0.1	-1
16	C=CCn1cccc(C(=O)Nc2ccc(SC)cc2)c1=O	7	-9	-12	9.0	-1
17	CCC(C)(NC(=O)Cc1c[nH]c2ccccc12)C(=O)NC1CCCCC1 (stereo unspecified)	-1	15	-1	-2.9	-1
18	CCOC(=O)C1CCN(C(=O)c2cc3c(-c4ccc(OC)c(OC)c4)nn(C)c3s2)CC1	0	-4	-2	-6.1	2
19	COC(=O)c1sccc1N/N=C/c1cccc(OC)c1O	-6	0	-2	-1.8	1
20	O=C1CCCN1c1ccc(S(=O)(=O)Nc2ccc3c(c2)OCCO3)cc1	2	-12	-9	0.6	9
21	CCCC(=O)Nc1ccc(-c2csc(NNC(C)=O)n2)cc1	-12	15	21*	-2.8	5
22	O=C(Nc1ccccc1C(=O)NCc1ccccc1)c1ccco1	4	-4	-2	1.1	-4
23	O=C(Nc1ccc(OC(F)(F)F)cc1)c1n[nH]c(Cn2cncn2)n1	1	7	-1	-0.3	2
24	COc1cc(C(=O)NCc2nnc(SCC(=O)N3CCCc4ccccc43)o2)cc(OC)c1OC	-5	-1	-3	0.1	-1

#	CHRM1 antagonist	CHRM4 antagonist	CHRM1 PAM	M4 ag
13	-9	7	10	1
14	-6	7	4	3
15	-8	-1	2	0
16	17	4	-7	4
17	-10	0	6	1
18	-2	9	-2	6
19	4	-2	-6	7
20	3	13	-11	10
21	-16	-9	18	0
22	-11	0	0	4
23	-3	1	6	1
24	-9	-5	5	1

Later entries:
#	mol	CHRM5 antagonist	M4 PAM	CHRM5 PAM	CRFBP-R2 agonist	M5 ag
25	CC(C)(C)NCCOc1ccc(Br)cc1	-4	8	4	-0.5	-4
26	O=C(CN1CCN(Cc2ccccc2)CC1)Nc1ccc(S(=O)(=O)N2CCOCC2)cc1	-4	16	2	3.9	-3
27	Cc1c(O)ccc(NS(=O)(=O)c2ccccc2)c1C	4	-3	-5	-1.3	-4
28	COc1cccc(CNC(=O)CN2C(=O)COc3ccc(S(=O)(=O)N4CCCCCC4)cc32)c1	5	-3	-1	-0.1	-2
29	Cc1oc(-c2ccc(Cl)cc2)nc1CS(=O)CC(=O)NC(C)c1ccccc1 (stereo unspecified)	7	16	1	-0.4	-5
30	CCSC1=NSC2=NC(=O)/C(=C\c3coc4ccccc4c3=O)C(=N)N12	63*	-22	-21	185*	51*
31	Cc1c(C(=O)NCc2ccc3c(c2)OCO3)oc2ccc(S(=O)(=O)N3CCC(C)CC3)cc12	4	0	-4	0.0	-6
32	NC(N)=Nc1nc2ccc(Cl)cc2c(=O)[nH]1	-5	-4	5	1.3	3
33	O=C(Cc1ccccc1)N1CCNCC1	12	0	-7	-0.3	-5
34	NC(=O)Cc1ccc(Nc2nnc(-c3ccc(O)cc3)c3ccccc23)cc1	-3	20	7	-3.0	-2
35	CCc1ccc(N(C(=O)CCC(=O)Nc2cc(C)on2)C(C(=O)NC(C)(C)C)c2ccc(OC)cc2)cc1 (stereo unspecified)	8	1	-3	-1.0	-4
36	CCOC(=O)c1c(CSc2ccccc2)n(C)c2cc(Br)c(OC)c(O)c12	-7	-4	3	0.5	2

#	CHRM1 antagonist	CHRM4 antagonist	CHRM1 PAM	M4 ag
25	4	-3	-1	2
26	-13	-8	2	2
27	13	9	-6	0
28	-17	-14	19	4
29	-14	-11	12	2
30	61*	38*	-27	63*
31	-3	-1	7	5
32	-9	6	4	1
33	-1	0	-8	1
34	1	-4	-19	-1
35	-26	-4	18	0
36	15	0	-10	1

(further entries)
#	mol	CHRM5 antagonist	M4 PAM	CHRM5 PAM	CRFBP-R2 agonist	M5 ag
37	CCCCNC(=S)Nc1ccc2nc(N3CCN(CC)CC3)cc(C)c2c1	-6	2	0	0.4	-4
38	CCC(=O)Nc1ccc(C2C(=O)c3ccccc3C2=O)cc1	9	-8	-4	-0.1	-1
39	COc1ccc(CNC(=O)C(C#N)c2nc3ccccc3nc2N2CCN(C)CC2)cc1 (stereo unspecified)	2	4	2	9.1	-5
40	COc1ccccc1N1CCN(C(=O)c2ccc(-c3ccccc3)cc2)CC1	12	-6	-6	-0.1	-2
41	O=C(Nc1c(C(=O)N2CCOCC2)cnn1-c1ccccc1)c1ccc([N+](=O)[O-])cc1	0	-4	-2	0.1	-2
42	O=C(Cc1ccc(-n2cccc2)cc1)N1CCN(c2ccccc2F)CC1	-11	5	4	-4.1	-2
43	COC(=O)c1ccccc1COc1cccn2c(N(C)C(=O)CCC3CCCC3)c(C)nc12	9	-9	-7	.	-1
44	COCCN1CC(=O)N(c2cccc(C)c2C)C(c2ccc(Cl)cc2)C1=O (stereo unspecified)	-2	9	1	-2.8	-8
45	N#Cc1cccn1-c1nccc(-c2cccs2)n1	-1	6	0	-0.1	-7
46	COC(=O)[C@@]1(Cc2ccc(F)cc2)[C@H]2c3cc(C(=O)N4CCCC4)n(Cc4ccc(S(C)(=O)=O)cc4)c3C[C@H]2CN1C(=O)c1ccccc1	2	-1	-8	.	3
47	COc1ccc2cc(N=Cc3nc(-c4ccc(C)cc4)oc3O)cnc2c1	7	-7	3	0.7	0
48	CCCCN(C(=O)c1cccc(-n2cccc2)c1)c1c(N)n(CCC)c(=O)[nH]c1=O	5	13	0	-0.5	-2

#	CHRM1 antagonist	CHRM4 antagonist	CHRM1 PAM	M4 ag
37	0	-8	-2	1
38	-7	4	5	1
39	-6	4	6	5
40	6	3	-4	9
41	-1	0	0	1
42	1	-13	0	1
43	25	0	-20	10
44	4	-9	-3	2
45	5	-2	-3	2
46	.	-1	.	8
47	-2	11	-3	0
48	-5	-1	5	2

Other records.
#	mol	CHRM5 antagonist	M4 PAM	CHRM5 PAM	CRFBP-R2 agonist	M5 ag
49	Cc1ccc(-n2c3nc(=O)[nH]c(=O)c-3cc3cc([N+](=O)[O-])ccc32)cc1	1	-1	-3	9.2	-2
50	COc1cc2c(cc1OC)C(C)N(C(=O)Nc1ccc(F)cc1)CC2 (stereo unspecified)	0	-4	-1	-1.4	0
51	Cc1ccc(CNC(=O)C23CN(Cc4ccccc4)CC2C(c2ccc([N+](=O)[O-])cc2)=NO3)cc1 (stereo unspecified)	2	1	0	-0.8	3
52	FC(F)(F)c1cccc(NC(=S)N2CCCCCC2)c1	8	4	4	-1.1	-7
53	CC(=O)N1N=C(c2cccc(NS(C)(=O)=O)c2)CC1c1cccs1 (stereo unspecified)	-10	-5	2	0.2	2
54	CCOc1ccc(N(CCC#N)S(=O)(=O)c2ccc(OC)cc2)cc1	2	-2	-2	-0.7	5
55	CS(=O)(=O)NCCCCCCNS(C)(=O)=O	9	-10	-11	3.0	3
56	C[C@@H]1CN(S(=O)(=O)C(C)(C)C)[C@@H](CCO)/C1=C\c1ccccc1	9	6	-2	3.4	-1
57	O=[N+]([O-])c1ccc2c(c1)/C(=N\O)c1ccccc1-2	5	-20	2	-1.1	-9

#	CHRM1 antagonist	CHRM4 antagonist	CHRM1 PAM	M4 ag
49	-1	-4	3	-1
50	-7	2	5	4
51	10	2	-2	1
52	-4	1	4	2
53	-5	4	11	2
54	14	1	-8	3
55	9	4	-1	11
56	-20	6	13	0
57	0	6	0	-1

Arranged by value in CHRM5 PAM (low to high): some entries from above
#	mol	CHRM5 antagonist	M4 PAM	CHRM5 PAM	CRFBP-R2 agonist	M5 ag
50	COc1cc2c(cc1OC)C(C)N(C(=O)Nc1ccc(F)cc1)CC2 (stereo unspecified)	0	-4	-1	-1.4	0
57	O=[N+]([O-])c1ccc2c(c1)/C(=N\O)c1ccccc1-2	5	-20	2	-1.1	-9
52	FC(F)(F)c1cccc(NC(=S)N2CCCCCC2)c1	8	4	4	-1.1	-7

#	CHRM1 antagonist	CHRM4 antagonist	CHRM1 PAM	M4 ag
50	-7	2	5	4
57	0	6	0	-1
52	-4	1	4	2
